High-throughput results from PubChem BioAssay.
PMI act hi M6P – PMI (human) activation, high substrate; activation factor at 20 µM; AID 1216; P34949; hit rate 0.34% among 190,000; coupled PMI enzyme assay, resazurin fluorescence, 20 min; stronger effect = higher value; 1 = untreated enzyme, 0 = substrate-free blank;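 active means activation factor of 2 or more at 20 µM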
Target sequence (P34949 whole entry, looked up): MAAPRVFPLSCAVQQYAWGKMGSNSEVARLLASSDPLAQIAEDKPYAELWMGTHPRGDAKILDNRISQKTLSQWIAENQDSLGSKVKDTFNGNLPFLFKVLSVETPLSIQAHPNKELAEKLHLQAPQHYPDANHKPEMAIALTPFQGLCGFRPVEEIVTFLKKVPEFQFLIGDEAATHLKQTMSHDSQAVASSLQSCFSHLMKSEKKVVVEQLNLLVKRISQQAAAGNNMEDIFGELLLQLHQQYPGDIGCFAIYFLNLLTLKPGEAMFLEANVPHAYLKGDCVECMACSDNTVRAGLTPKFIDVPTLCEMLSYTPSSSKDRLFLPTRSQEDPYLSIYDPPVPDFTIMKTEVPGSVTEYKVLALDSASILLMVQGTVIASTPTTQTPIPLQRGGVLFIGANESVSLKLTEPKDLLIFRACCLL
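Material: human phosphomannose isomerase with PGI, G6PDH, diaphorase coupling enzymes / Reagent: Man-6-P substrate 1.0 mM / Dosing: single compound dose of 20 µM, 1% DMSO final / Incubation: enzyme reaction with compound 20 min at room temperature / Signal: resorufin fluorescence (Ex 544/Em 590 nm) from resazurin via diaphorase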
Diaphorase act – counter-screen for diaphorase-based assays: diaphorase activators and chemical reducers; Diaphorase/resazurin coupled assay, resorufin fluorescence, 16 min; stronger effect = higher value; 1 = vehicle wells, 0 = NADH-free wells; activation factor at 20 µM; hit rate 0.005% among 190,000; AID 1229;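 active means diaphorase activity raised at least twofold by the compound at 20 µM; inactive means activation factor below 2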
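Assay system: bacterial diaphorase enzyme (C. kluyveri) / Input: enzyme 0.07 U/mL final / Medium: 50 mM HEPES pH 7.4 with 4.542 mM MgCl2, 0.005% Tween 20 / Doses: single compound dose of 20 µM, 1% DMSO final / Incubation: 16 min enzyme reaction, ambient temperature / Signal: fluorescence, excitation 544 nm and emission 590 nm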
PMI act – activators of human phosphomannose isomerase; purified human PMI, coupled resazurin fluorescence, 20 min; stronger effect = higher value; 1 = vehicle control, 0 substrate-free wells; activation factor at 20 µM; P34949; hit rate 0.005% among 190,000;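 active means activation factor of 2 or more at 20 µM, relative to plate controls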
TNAP act hiacc – increases human TNAP activity under high phosphate acceptor concentration | P05186 | purified TNAP, CDP-star luminescence, 1 M DEA, 30 min; stronger effect = higher value; 0 = EDTA background, 1 = DMSO-only activity | activation factor at 20 µM | 200,000 tested, under 10 active;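 active means activation factor at least 2 at 20 µM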
Target sequence (P05186 whole entry, looked up): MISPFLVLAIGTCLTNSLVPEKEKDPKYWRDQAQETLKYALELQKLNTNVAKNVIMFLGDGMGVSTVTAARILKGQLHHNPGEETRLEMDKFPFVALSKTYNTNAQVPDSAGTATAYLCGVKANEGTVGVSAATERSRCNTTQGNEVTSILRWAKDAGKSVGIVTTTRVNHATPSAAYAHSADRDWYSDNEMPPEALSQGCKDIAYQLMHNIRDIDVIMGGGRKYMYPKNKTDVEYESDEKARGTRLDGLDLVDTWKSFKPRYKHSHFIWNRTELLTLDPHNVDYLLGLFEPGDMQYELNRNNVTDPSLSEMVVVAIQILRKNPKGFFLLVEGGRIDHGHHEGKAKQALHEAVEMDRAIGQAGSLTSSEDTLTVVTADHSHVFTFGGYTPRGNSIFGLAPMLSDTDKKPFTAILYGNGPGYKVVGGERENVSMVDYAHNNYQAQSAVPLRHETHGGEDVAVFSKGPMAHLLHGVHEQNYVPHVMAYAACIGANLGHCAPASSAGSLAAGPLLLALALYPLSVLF
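Control set: EDTA negative control, DMSO positive control / Assay system: human TNAP / Quantity: TNAP 1/800 final / Evaluation: TNAP activation factor scaled between EDTA and DMSO control wells / Measured by: luminescent substrate turnover signal / Compound dosing: one dose, 20 µM / Times: 30 min enzyme reaction at room temperature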
Efa HMGR inh – blocks class II HMG-CoA reductase of Enterococcus faecalis. purified E. faecalis HMGR, NADPH absorbance 340 nm kinetic. inhibition, % at 10 µM. hit rate 0.41% among 190,000;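 active means inhibition above a set limit, the median over all tested compounds plus 3 SD, cut at about 9.5% in these data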;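 further: enzyme runs in reverse so mevalonate oxidation gives rising NADPH absorbance; 0% = complete reaction with DMSO and 100% = background rate lacking mevalonate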
G6PDH CS – inhibits Leuconostoc G6PDH, flagging false hits in G6PDH-based assays; Purified L. mesenteroides G6PDH, diaphorase/resazurin coupled fluorescence, 45 min; inhibition, % at 5 µM; hit rate 0.12% among 200,000; AID 1020; in the data active means inhibition above about 50%
FLuc stim CS – affects firefly luciferase, flagging false hits in luciferase stimulation screens; P08659; ATPlite luciferase biochemical, luminescence, 10 min; 0 = ATP-free wells, 1 = DMSO control; activation factor at 10 µM; 200,000 tested, under 10 active; AID 1027;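 active means luciferase activation factor, scaled between plate controls, of at least 2 with compound at 10 µM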
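test system = cell-free luciferase reagent | medium = PBS as buffer for the ATP substrate | dosing = test compounds dosed from 2 mM stocks in 100% DMSO | incubation = 10 min at ambient temperature | detection = luminescence measurement of luciferase light output | benchmarks = low control with PBS replacing ATP, high control enzyme plus ATP without compound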
TNAP inh hiacc – blocks human TNAP under high phosphate acceptor concentration; P05186; purified TNAP, CDP-star luminescence, 1 M DEA; inhibition, % at 20 µM; hit rate 0.03% among 200,000;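 active means over 50% inhibition of tissue-nonspecific alkaline phosphatase at 20 µM in the single-dose screen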;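 further: plate controls were DMSO wells for no effect and EDTA-quenched wells as full inhibition for full effect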
TNAP inh no acc – blocks human TNAP activity with no phosphate acceptor present. purified TNAP, CDP-star luminescence, 30 min. inhibition, % at 20 µM. hit rate 0.26% among 200,000;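 active means tissue-nonspecific alkaline phosphatase inhibition above about 50% at 20 µM in the single-dose screen, limit read from the data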;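 further: 0% = DMSO negative control and 100% = EDTA positive control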
Diaphorase inh – counter-screen for diaphorase-based assays: diaphorase inhibitors and chemical oxidizers. diaphorase resazurin-to-resorufin fluorescence, NADH, 16 min; bacterial (C. kluyveri) enzyme, not human. inhibition, % at 20 µM. hit rate 0.69% among 190,000. AID 1217;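 active means primary screen inhibition at 20 µM above a set limit, cut at about 50% in these data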;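 further: plate controls were DMSO with full reaction for no effect and wells lacking NADH for full effect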
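System: Bacterial diaphorase enzyme (C. kluyveri) | Incubation: 16-min room-temperature incubation before reading | Benchmarks: No-NADH positive control and DMSO neutral control | Measured by: Resorufin fluorescence 544/590 nm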
The depositor's hits bear a star.

Every second line gives: PMI act hi M6P	Diaphorase act	PMI act	TNAP act hiacc	Efa HMGR inh	G6PDH CS	FLuc stim CS	TNAP inh hiacc	TNAP inh no acc	Diaphorase inh
> O=C(CCC(=O)N1CCN(C(=O)c2ccco2)CC1)c1ccc(F)cc1
    0.9	0.8	1	1	1	-1	1	-2	-11	19
> Cc1cc(C)c(OCCOCCN2CCNCC2)c(C)c1
    1.1	0.9	1.1	1	-6	-2	1.1	-2	-12	6
> Cc1cccc(NC(=O)c2sc(C)nc2C)c1
    1.1	1.2	1.2	1	-3	10	0.7	-4	0	-20
> Cc1cnc(C(=O)OCc2ccc(COC(=O)c3cnc(C)cn3)cc2)cn1
    1	1	1.1	1	3	0	1	1	-2	-1
> O/N=C/c1cccn1-c1ccc(O)cc1
    0.9	0.9	1	1	4	6	1	-4	-9	5
> CCOc1ccc(NC(=O)CNC(=O)c2ccc(OC)cc2)cc1
    1.1	1	1.1	1.1	-5	9	1.1	-5	-2	5
> CCOC(=O)c1oc2ccccc2c1CSc1nnnn1-c1ccc(OC)cc1
    0.9	0.8	0.9	1	-3	-27	1	-1	-10	20
> O=C(COc1ccccc1[N+](=O)[O-])NCCC1=CCCCC1
    0.9	0.9	1	1	8	4	1	2	-5	13
> O=C(COc1ccc(OCc2ccccc2)cc1)NN=C1CCCC1
    1	1.1	1	1.1	5	13	0.9	-5	-56	-9
> O=C1CCc2cc(S(=O)(=O)N3CCC(C(=O)Nc4nccs4)CC3)ccc2N1
    1	0.9	1	1	-2	-5	1	-3	-9	7

Following part:
Every second line gives: PMI act hi M6P	Diaphorase act	PMI act	TNAP act hiacc	Efa HMGR inh	G6PDH CS	FLuc stim CS	TNAP inh hiacc	TNAP inh no acc	Diaphorase inh
> COC(=O)c1ccc(OC(C)C(=O)c2ccc(C)cc2)cc1 (configuration not stated)
    1	0.9	0.9	1	-2	-4	1	-2	-1	15
> CC(C)(C)C1=NN(C(=O)c2ccccc2)C(O)(C(C)(C)C)C1 (configuration not stated)
    0.9	0.9	0.9	1	1	0	1	0	-4	13
> CC(=O)c1ccc(NC(=O)c2cc(Cl)sc2Cl)cc1
    1	0.9	0.9	1	1	-12	1	1	-14	13
> Cc1ccc(-c2nc3ncccn3c2NC(=O)C2CC2)cc1
    1	0.8	1	1.1	-6	2	1.1	-5	-12	16
> C=CCSc1nnc(NC(=O)COc2ccccc2)s1
    1.1	1	1.1	1	0	-2	1	2	-3	0
> Cc1ccc(NC(=O)COC(=O)c2ccccc2Cl)cc1S(=O)(=O)N(C)C
    1	0.9	1	1.1	-3	-5	1.1	-6	-6	10
> O=C(Nc1ccc(F)c(F)c1)c1cnc(-c2ccccc2)nc1-c1ccccc1
    1.1	1.1	1	1	-3	4	1	-2	-5	-6
> COc1cccc(C2C(C(=O)c3cc4cccc(OC)c4o3)=C(O)C(=O)N2c2cc(C)on2)c1OC (configuration not stated)
    1.4	0.9	1.1	1	-1	-22	1	-2	-12	14
> O=C(NCc1ccco1)C(=O)N1CCCC1
    1	0.9	0.9	1	-5	2	1	-2	-7	8
> Cc1ccc(Nc2c([N+](=O)[O-])c(=O)oc3ccccc23)cc1
    0.9	0.8	0.9	1	-1	15	1.1	-2	1	21

The results go on:
Every second line gives: PMI act hi M6P	Diaphorase act	PMI act	TNAP act hiacc	Efa HMGR inh	G6PDH CS	FLuc stim CS	TNAP inh hiacc	TNAP inh no acc	Diaphorase inh
> CCCCOC(=O)Cc1c(O)c2ccccc2[nH]c1=O
    1.1	1.1	1.1	1.1	2	0	1	-6	-13	-5
> Cn1c(SCC(=O)c2cc3ccccc3o2)nnc1-c1ccccc1
    1.2	0.9	1	1	-4	-24	1	1	-1	13
> Cc1nn(C)c(Cl)c1NC(=O)OCc1ccccc1
    0.8	0.9	0.8	1	-1	4	1	2	-2	12
> CN(CCCNC(=O)C1CCCN(S(=O)(=O)c2cnc[nH]2)C1)c1ccccc1 (configuration not stated)
    1	1	1	1	-1	8	1	-5	-8	-2
> Cn1c2ccccc2c2c(C(=O)N3CCN(c4ccccc4)CC3)cn(C3CCCC3)c(=O)c21
    0.9	0.8	0.8	1.1	0	9	1	-6	-10	22
> O=[N+]([O-])c1cccc(-c2nnc(-c3ccc4c(c3)OCO4)o2)c1
    0.9	0.9	0.9	1	2	16	0.8	-1	-6	10
> COc1ccc(N2CCN(C(=O)Cn3nnc(-c4ccc(OC)c(OC)c4)n3)CC2)cc1
    0.9	0.9	0.9	1.1	0	-5	1	-7	-14	8
> O=C(NCc1ccco1)c1ccc(-c2cccc(Cl)c2)o1
    1	0.9	1	1.1	1	14	0.9	-5	-6	12
> COc1ccc2c(=O)c(-c3ccc4c(c3)OCO4)coc2c1
    1	1	0.9	1	-6	16	0.3	-3	-8	0
> Cc1nc(N2CCC(C(N)=O)CC2)c2nnn(Cc3ccccc3)c2n1
    1.2	1	1.1	1.1	-3	1	1.1	-8	-13	0

Going on with the list.
Every second line gives: PMI act hi M6P	Diaphorase act	PMI act	TNAP act hiacc	Efa HMGR inh	G6PDH CS	FLuc stim CS	TNAP inh hiacc	TNAP inh no acc	Diaphorase inh
> COc1cc2c(cc1OC)CN(C(=O)c1cc(S(=O)(=O)N3CCOCC3)ccc1Cl)CC2
    0.6	0.8	0.9	1	-4	7	1	1	-6	16
> Cc1nnc(SCC(=O)NN2C(=O)NC3(CCCCC3)C2=O)s1
    1	0.9	0.9	1	-3	14	1.1	-2	-2	14
> COc1ccc(C(=O)CCC(C)(C)[N+](=O)[O-])cc1OC
    1	0.9	1	1	-3	2	1.1	-2	3	10
> O=C(NC1CCCCCC1)C(=S)NC1CCCCC1
    1	1.1	0.9	1	-8	16	1	-2	-3	-5
> COc1ccc(/C=N/NC(=S)Nc2ccccc2)cc1COc1ccc(F)cc1
    1	1	1	1	-2	0	1	1	-1	2
> CCOC(=O)C1CCN(C(=O)c2sc3ncnc(N4CCC(C)CC4)c3c2C)CC1
    1	0.8	1	1.1	-3	2	1.1	-6	-9	18
> CC(C)n1nc(C(=O)Nc2nnc(SCc3c(Cl)cccc3Cl)s2)c2ccccc2c1=O
    1	0.9	0.9	1	2	2	1.1	-5	-1	11
> CCCN1CCN(c2ncnc3scc(C4COc5ccccc5O4)c23)CC1 (configuration not stated)
    0.9	0.7	0.9	1	-2	4	1.1	-1	-3	25
> COc1ccc2nc(NC(=O)C3CCCN(S(=O)(=O)c4c(C)noc4C)C3)sc2c1 (configuration not stated)
    0.7	0.8	0.8	1.1	-2	-31	1	-5	-9	24
> Cc1nc(NCC2CCCO2)c2nnn(Cc3c(F)cccc3Cl)c2n1 (configuration not stated)
    1.1	1.1	1	1	-3	8	1	-3	-7	-8
> COc1ccc(CCCc2nnc(SCC(=O)N/N=C\c3ccc(O)c(OC)c3)o2)cc1C
    0.8	0.9	0.8	1	-4	2	1	-3	-20	14

Structures above containing an aryl thioether with sulfur outside any ring (six):
Every second line gives: PMI act hi M6P	Diaphorase act	PMI act	TNAP act hiacc	Efa HMGR inh	G6PDH CS	FLuc stim CS	TNAP inh hiacc	TNAP inh no acc	Diaphorase inh
> CCOC(=O)c1oc2ccccc2c1CSc1nnnn1-c1ccc(OC)cc1
    0.9	0.8	0.9	1	-3	-27	1	-1	-10	20
> C=CCSc1nnc(NC(=O)COc2ccccc2)s1
    1.1	1	1.1	1	0	-2	1	2	-3	0
> Cn1c(SCC(=O)c2cc3ccccc3o2)nnc1-c1ccccc1
    1.2	0.9	1	1	-4	-24	1	1	-1	13
> Cc1nnc(SCC(=O)NN2C(=O)NC3(CCCCC3)C2=O)s1
    1	0.9	0.9	1	-3	14	1.1	-2	-2	14
> CC(C)n1nc(C(=O)Nc2nnc(SCc3c(Cl)cccc3Cl)s2)c2ccccc2c1=O
    1	0.9	0.9	1	2	2	1.1	-5	-1	11
> COc1ccc(CCCc2nnc(SCC(=O)N/N=C\c3ccc(O)c(OC)c3)o2)cc1C
    0.8	0.9	0.8	1	-4	2	1	-3	-20	14
